# MPTP block = permeability transition pore inhibition; isolated mouse mitochondria, Ca2+ swelling absorbance, 30 min; inhibition, % at 10 µM; 1.4% of 360,000 active; AID 602449;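 active means inhibition of 50% or more, scaled per plate between neutral and stimulator controls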;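 further: 0% = DMSO wells given calcium and 100% = 1 mM EGTA wells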
# mIAP block = blocks mouse intestinal alkaline phosphatase; purified mouse IAP, CDP-Star luminescence, 30 min; inhibition, % at 10 µM; 0.2% of 330,000 active;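 active means inhibition of at least 40% at 10 µM in the primary screen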;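 further: plate controls were DMSO with enzyme for no effect and no enzyme wells for full effect; values of inactives mirror those of a sister screen read the other way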
# hIAP activ = increases human intestinal alkaline phosphatase activity. 0.16% of 330,000 active. purified human IAP, CDP-Star luminescence, 30 min; hits give high values; 1 = vehicle-only enzyme, 0 = enzyme-free background. activation factor at 10 µM;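 active means activation factor of the enzyme at least 2-fold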; further: the source names both 10 and 20 µM as test concentration; values of inactives mirror those of a sister screen read the other way
# Target sequence (P09923 whole entry, looked up): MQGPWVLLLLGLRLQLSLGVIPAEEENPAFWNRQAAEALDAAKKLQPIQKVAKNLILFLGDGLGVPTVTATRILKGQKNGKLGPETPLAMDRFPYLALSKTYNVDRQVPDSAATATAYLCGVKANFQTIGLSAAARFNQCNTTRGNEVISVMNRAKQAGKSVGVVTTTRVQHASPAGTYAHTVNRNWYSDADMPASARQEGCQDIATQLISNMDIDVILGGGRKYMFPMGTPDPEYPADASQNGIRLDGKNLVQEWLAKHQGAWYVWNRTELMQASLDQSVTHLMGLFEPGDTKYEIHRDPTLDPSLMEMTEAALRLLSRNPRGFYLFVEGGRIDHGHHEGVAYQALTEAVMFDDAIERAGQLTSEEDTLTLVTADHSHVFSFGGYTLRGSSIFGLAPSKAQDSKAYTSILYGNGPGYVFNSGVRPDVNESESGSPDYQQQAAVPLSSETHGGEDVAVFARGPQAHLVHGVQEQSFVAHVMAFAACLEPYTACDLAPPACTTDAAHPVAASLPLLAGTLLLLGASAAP
# MIN6 prolif = MIN6 beta-cell proliferation induction; proliferation, % at 10 µM; MIN6 cells proliferation, ATPlite luminescence, 48 h; cells starved in 0.2% serum; 100% = growth in 10% serum; AID 2380; 0.29% of 330,000 active;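 active means compounds whose signal lies at least 3.5 SD above the mean of all wells on their plate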;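 further: 0% = DMSO-treated cells in low-serum medium and 100% = 10% serum control; some compounds called inactive have numbers as strong as hits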
# APOBEC3G inh = blocks human APOBEC3G single-stranded DNA deamination; recombinant A3G, ssDNA deamination FAM/TAMRA fluorescence; inhibition, % at 20 µM; 0.28% of 330,000 active;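 active means inhibition of at least 40% at 20 µM, with no more than 30% in the related APOBEC3A deaminase screen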;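 further: plate controls were DMSO wells with A3G for no effect and wells lacking A3G enzyme for full effect; some compounds called inactive have numbers as strong as hits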
# Target sequence (Q9HC16 whole entry, looked up): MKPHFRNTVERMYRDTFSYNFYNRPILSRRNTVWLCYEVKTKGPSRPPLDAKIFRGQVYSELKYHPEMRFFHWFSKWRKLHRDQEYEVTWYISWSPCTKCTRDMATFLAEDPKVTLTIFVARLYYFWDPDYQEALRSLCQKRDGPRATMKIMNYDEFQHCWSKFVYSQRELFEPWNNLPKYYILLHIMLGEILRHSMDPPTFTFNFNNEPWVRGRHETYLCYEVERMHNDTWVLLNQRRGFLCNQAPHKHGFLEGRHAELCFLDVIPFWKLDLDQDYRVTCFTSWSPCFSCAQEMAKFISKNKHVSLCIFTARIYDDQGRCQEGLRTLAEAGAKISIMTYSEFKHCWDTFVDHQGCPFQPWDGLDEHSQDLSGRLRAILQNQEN
# hIAP inh = blocks human intestinal alkaline phosphatase; purified IAP, CDP-Star luminescence, 30 min; inhibition, % at 10 µM; 0.12% of 330,000 active; AID 2544;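 active means inhibition reaching a set limit with compound at 10 µM in the primary screen, cut at about 35% in these data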;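 further: plate controls were DMSO wells with enzyme for no effect and no-enzyme buffer wells for full effect; values of inactives mirror those of a sister screen read the other way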
# mIAP act = mouse IAP activation; muIAP, CDP-Star luminescence, 30 min; hits give high values; 1 = vehicle-only enzyme signal, 0 = enzyme-free wells; activation factor at 10 µM; 0.24% of 330,000 active; AID 2805;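 active means activation factor of at least 2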; further: the source names both 10 and 20 µM as test concentration; values of inactives mirror those of a sister screen read the other way
#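 Assay system: mouse IAP enzyme / Compound: DMSO-dissolved test compounds / Timing: 30 min, room temperature / Measured by: luminescence from enzymatic CDP-Star hydrolysis / Control set: DMSO-only wells, enzyme-free buffer wells as negative control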
# ATG4B inhibitor = inhibitors of human ATG4B cysteine protease. Q9Y4P1. ATG4B cleavage of LC3-PLA2, NBD-HPC fluorescence, 1 h. inhibition, % at 8.33 µM. 0.51% of 340,000 active. AID 504462; in the data active means inhibition above about 40%
# A3A deaminase = human APOBEC3A DNA deaminase inhibition | inhibition, % at 20 µM | 0.41% of 330,000 active | P31941 | recombinant A3A, FAM/TAMRA ssDNA deamination fluorescence | AID 493011;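 active means at least 40% inhibition at 20 µM here, with at most 30% in a related deaminase screen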;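 further: plate controls were A3A with DMSO for no effect and wells lacking A3A enzyme for full effect; some results filed as inactive read as strong as hits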
# Target sequence (P31941 whole entry, looked up): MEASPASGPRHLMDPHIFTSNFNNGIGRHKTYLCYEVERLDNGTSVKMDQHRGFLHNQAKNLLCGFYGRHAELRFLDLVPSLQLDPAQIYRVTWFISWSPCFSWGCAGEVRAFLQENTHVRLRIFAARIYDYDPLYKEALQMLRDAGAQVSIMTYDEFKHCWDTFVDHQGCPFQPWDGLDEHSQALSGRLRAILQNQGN
# Numbers without * were called inactive; nt = not tested or not shown. Not a hit list; overall some 3.3% were active at least once.
SMILES,MPTP block,mIAP block,hIAP activ,MIN6 prolif,APOBEC3G inh,hIAP inh,mIAP act,ATG4B inhibitor,A3A deaminase
C[C@H](NC(=O)c1ccccc1)C(=O)OCC(=O)c1c[nH]c2ccccc12,1.0,-6,1.1,-4,-8,-14,1.1,1,-3
CCCN1C(=O)/C(=C/c2c(N3CCNC(=O)C3CC(=O)OCC)nc3c(C)cccn3c2=O)SC1=S (stereo not given),4.9,19,0.74,-4,-2,26,0.81,-23,-1
Cc1ccccc1OCC(=O)N1CCN(C(=O)COc2ccccc2C)CC1,-0.7,-4,1.1,1,-9,-10,1,-6,-3
O=C(CSc1ccc(-c2nc3ccccc3[nH]2)cn1)Nc1ccc(S(=O)(=O)NC2CC2)cc1,0.9,-1,1.1,0,-4,-8,1,-5,-2
O=C(Cn1cnc([N+](=O)[O-])c1)NCCc1ccccc1,-0.1,-6,0.81,1,-3,20,1.1,-1,2
CCOc1ccc(NC(=O)CCS(=O)(=O)c2ccc3c(c2)CCCN3C(C)=O)cc1,-0.3,-2,1,-4,-2,-4,1,-10,0
CCCCn1c(N)c(N(CCOC)C(=O)c2ccc(Cl)c(S(=O)(=O)N3CCCCC3)c2)c(=O)[nH]c1=O,-0.9,4,1.1,1,-14,-8,0.96,-11,4
Cc1c(Cl)cnc(NC(=O)COC(=O)Cc2coc3ccc4ccccc4c23)c1Cl,0.1,3,1.2,-2,1,-17,0.97,32,2
O=C(O)c1ccc(/C=N/NC(=O)c2cc3c(ccc4ccccc43)o2)cc1,0.0,-6,0.77,-1,17,23,1.1,-4,5
CCC1Oc2ccccc2N(CC(=O)NC2CC2)C1=O (stereo not given),-0.6,-15,1,-4,2,-4,1.1,-4,5
O=C(COc1ccccc1[N+](=O)[O-])NCc1cccnc1,3.2,13,0.93,0,-6,7,0.87,-4,0
CCOc1ccc(NC(=O)c2ccc(N)cc2)cc1,-0.8,-6,0.96,-6,1,4,1.1,3,-1
Cc1c(C(=O)O)cccc1-c1ccc(/C=N/Nc2ccc(Br)cc2)o1,7.5,2,1.1,-5,-4,-11,0.97,48*,5
Cn1c(SCc2nc3ccccc3[nH]2)nnc1-c1cccs1,0.1,0,0.89,2,-1,11,1,-9,3
COc1ccc(CNC(=O)C2COc3ccccc3O2)c(OC)c1 (stereo not given),0.1,-2,1,2,-6,0,1,0,-1
CCN1CCN(c2cc(C)c3cc(NC(=S)N4CCN(c5ccccc5F)CC4)ccc3n2)CC1,-0.1,9,0.89,-6,-2,11,0.91,-5,1
Cc1ccccc1-n1c(C)nnc1SCC(=O)N1CCc2ccccc2C1,-0.2,2,1.1,-3,-5,-8,0.98,2,0
COc1ccc(-n2c(SCC(=O)O)nnc2-c2ccc(NC(=O)c3ccccc3)cc2)cc1,-0.6,0,0.95,-4,-2,5,1,6,0
Cc1ccc(C(=O)N/C(=C\c2ccc(-c3ccccc3[N+](=O)[O-])o2)C(=O)NCCCN2CCOCC2)cc1,0.5,9,0.78,0,-3,22,0.91,-11,-1
CCNC(=O)c1ccccc1-c1nc(-c2ccccc2Cl)no1,-2.2,1,0.78,0,-3,22,0.99,-11,1
N#CCC(=O)NCCCOC(=O)Nc1ccc(Cl)c(Cl)c1,79*,-15,0.93,-3,-10,7,1.1,-11,-2
Cn1nnnc1SCc1cn2cccnc2n1,-0.9,-10,1,-4,-7,-2,1.1,-9,-3
CC1CCCN(C(=O)CSCC(=O)N=c2sc3ccccc3n2C)C1 (stereo not given),-1.5,-13,1.1,-2,-7,-7,1.1,0,-5
Cc1ccc(C(=O)NCC(=O)Nc2ccccc2C(F)(F)F)cc1,2.0,1,1,-1,-2,-1,0.99,5,2
Cc1cc(Oc2ccccc2F)nc(NCc2ccccc2)n1,1.3,-10,0.78,0,-4,22,1.1,15,-3

# Overlap with the part before: 2 compounds; new compounds follow.
SMILES,MPTP block,mIAP block,hIAP activ,MIN6 prolif,APOBEC3G inh,hIAP inh,mIAP act,ATG4B inhibitor,A3A deaminase
Cc1ccc(C(=O)NCC(=O)Nc2ccccc2C(F)(F)F)cc1,2.0,1,1,-1,-2,-1,0.99,5,2
Cc1cc(Oc2ccccc2F)nc(NCc2ccccc2)n1,1.3,-10,0.78,0,-4,22,1.1,15,-3
CCc1ccc(NC(=O)CSc2nnc(-c3cccs3)n2CC)cc1,0.4,-9,1.3,0,-8,-28,1.1,1,-2
O=C(O)C(Cc1ccccc1)Nc1ccc([N+](=O)[O-])cc1[N+](=O)[O-] (stereo not given),2.9,-3,0.89,0,-5,11,1,0,-4
Cc1ccc(-c2c(C#N)c(N)nc3c2CCCC3)o1,-0.1,-1,1,5,-6,-2,1,2,0
COc1cccc(NC(=O)C(=O)N/N=C(\C)CC(=O)Nc2ccc(NC(C)=O)cc2)c1,-2.0,3,1.1,1,1,-10,0.97,-4,0
Cc1ccc(NC(=O)CSc2nnc(-c3ccccn3)n2N)c(Br)c1,1.8,0,1.1,-1,-2,-8,1,1,-2
COc1ccc(C(=O)NCCCN2CCOCC2)cc1Br,0.8,-6,0.84,0,15,16,1.1,-2,-7
Nc1nnnn1/N=C/c1ccc(Cl)cc1,0.0,1,0.86,1,-8,14,0.99,5,0
Cc1cc(C)nc(Nc2ccccc2F)n1,0.9,22,1.1,-2,6,-11,0.78,-1,-3
CSc1ccc(/C=N\NC(=O)COc2ccc(Cl)cc2Br)cc1,2.2,2,0.94,-1,-5,6,0.98,-6,-1
CC(=O)NCCC(=O)N1CCCC(N2CCN(c3cccc(Cl)c3)CC2)C1 (stereo not given),-1.5,-13,0.96,-3,-1,4,1.1,-4,-1
COc1cccc(C(=O)O/N=C(\N)CS(=O)(=O)c2ccccc2)c1,-0.5,10,1,5,-10,-1,0.9,2,-6
O=C(Nc1ccc(CN2CCCCC2)cc1)c1cccc(Br)c1,-1.1,-1,0.93,-4,1,7,1,1,2
CCN(CC)C(=O)CSc1nnc(NC(=O)CCc2ccccc2)s1,-2.1,4,0.93,0,1,7,0.96,-1,15
COc1ccc(Cl)cc1NC(=O)c1cnccn1,0.7,4,0.85,0,-9,14,0.96,3,-6
CCc1nc(SCC(=O)NNC(=O)c2ccc(C)cc2)c2ccccc2n1,-0.5,16,1.3,-1,-8,-33,0.84,-2,-3
Cc1ccc(NC(=O)c2ccccc2)cc1C,-1.9,-18,1,-2,-13,-3,1.2,-14,-4
CCOC(=O)C1CCCN(C(=O)C2CC(=O)N(c3ccc(C)cc3)C2)C1 (stereo not given),-0.7,0,0.95,-1,1,5,1,3,-1
COc1ccc(/C=C/C(=O)OC(C)CN2CCCCC2)cc1 (stereo not given),1.6,1,0.96,1,-4,4,0.99,-7,-3
Nc1nnc(SCC(=O)OCC(=O)Nc2ccc(Br)cc2)s1,0.4,1,0.88,0,-6,12,0.99,-15,-3
COc1cc([N+](=O)[O-])cc(/C=N/NC(=O)c2cc(C)nc3ccccc23)c1O,-12,9,1.3,-4,0,-33,0.91,8,0
Cc1c(Cl)cnc(NC(=O)CSc2n[nH]c(N)n2)c1Cl,-1.3,9,1.3,-2,2,-32,0.91,-2,4
O=C(NC1CCCCCC1)c1ccc(N2CCCC2=O)cc1,0.4,6,0.91,-2,-3,9,0.94,3,0
CC(C)CC(=O)Nc1ccc(C(=O)NNC(=O)C(c2ccccc2)c2ccccc2)cc1,-0.4,-22,1.6,-2,-5,-55,1.2,0,-1
CCCc1ccc(OCc2nc(-c3ccc(NC(=O)c4cccs4)cc3)no2)cc1,1.9,2,1,0,-8,-1,0.98,-5,-1
Cc1c(NS(=O)(=O)c2ccc3nc(COc4ccccc4Cl)[nH]c3c2)c(=O)n(-c2ccccc2)n1C,-1.9,3,1.2,0,-11,-20,0.97,-5,-4

# Some values from above:
# In A3A deaminase, O=C(Nc1ccc(CN2CCCCC2)cc1)c1cccc(Br)c1 shows 2
# In mIAP block, COc1ccc(CNC(=O)C2COc3ccccc3O2)c(OC)c1 (stereo not given) shows -2
# In hIAP activ, COc1ccc(Cl)cc1NC(=O)c1cnccn1 shows 0.85

# Further results:
SMILES,MPTP block,mIAP block,hIAP activ,MIN6 prolif,APOBEC3G inh,hIAP inh,mIAP act,ATG4B inhibitor,A3A deaminase
COc1ccc(NC(=O)c2oc3ccc(S(=O)(=O)N4CCOCC4)cc3c2C)cc1,-0.3,10,0.9,-1,-7,10,0.9,-12,-3
Cc1ccccc1C(=O)Oc1ccc(Br)cc1C(=S)N1CCCC1,0.0,10,0.92,-4,-5,8,0.9,7,-1
CCOc1ccc(NC(=O)C/C(C)=N/NC(=O)c2cnccn2)cc1,-0.5,10,1,3,-5,0,0.9,1,-3
COc1cc(C(=O)NC(C)c2ccc3ccccc3c2)cc(Cl)c1O (stereo not given),-2.2,4,0.89,1,-12,11,0.96,2,-4
COC(=O)c1c(C)cc(O)c(C=O)c1O,-1.3,4,0.91,-6,-4,9,0.96,-18,-3
C[C@@H]1COC(=O)[C@@H](Cc2ccc(F)cc2)C/C=C\C[C@@H](CC(=O)N(CCO)Cc2ccccc2)C(=O)N1,0.6,0,1.1,4,-7,-9,1,-13,-1
O=c1c(Oc2ccccc2)coc2cc(O)cc(O)c12,-1.7,8,0.94,-3,-8,6,0.92,-6,-2
O=C(CSc1nc(-c2cccs2)cc(C(F)(F)F)n1)NCc1ccco1,0.6,11,0.93,-2,-4,7,0.89,4,-1
CC(=O)N1CCSc2ccc(S(=O)(=O)Nc3cccc(C)c3)cc21,-1.4,5,1,0,-1,-2,0.95,-11,0
Cc1nc(CSc2nnc(Nc3cccc(C)c3C)s2)cs1,-0.1,8,1.5,0,-7,-47,0.92,4,-4
COc1cccc(/C=C/C(=C2/C(=O)N(c3ccccc3)N=C2C)c2ccc(C)cc2)c1OC,3.8,19,0.87,0,-1,13,0.81,-3,3
O=[N+]([O-])CC(=Nc1ccc(F)cc1)N/N=C\c1oc(O)c2ccccc12,nt,7,0.99,-2,-1,1,0.93,nt,3
COC(=O)CCN(C(=O)C1C2CC3CC(C2)CC1C3)c1ccccn1 (stereo not given),0.3,2,1.1,1,2,-6,0.98,-16,2
COCCNC(=O)C(=O)NNC(=O)COc1ccc(OC)cc1,2.3,31,0.99,-1,-5,1,0.69,-12,-4
CSc1ccccc1OCc1cc(C(=O)N2CCCC(C)C2)no1 (stereo not given),-0.1,9,0.95,-3,-5,5,0.91,14,-2
O=C(CSc1nnc(-c2ccccc2O)o1)N1CCCCC1,-1.5,5,1.3,-3,-4,-32,0.95,-1,-3
CC(Oc1ccccc1F)C(=O)NNC(=O)CCNC(=O)c1ccccc1Cl (stereo not given),-1.0,6,1.5,-2,7,-49,0.94,5,-5
Cc1cccc(-c2nc(CSCC(=O)N3CCN(c4ccccn4)CC3)c(C)o2)c1,78*,2,0.92,-5,-3,8,0.98,-7,0
Cc1ccccc1OCCn1ccnc1,0.6,2,0.98,3,-4,2,0.97,-2,-6
O=S(=O)(c1ccccc1)N1CCN=C1SCc1ccccc1Cl,0.3,8,1.2,-3,-1,-18,0.92,13,1
Cc1nn(-c2ccccc2)c2c1C(c1ccc(F)cc1)C(C#N)=C(N)O2 (stereo not given),2.8,6,1.2,0,1,-18,0.94,11,2
CCN1CCCC1CNCc1cccc(OC)c1OCc1ccc(F)cc1 (stereo not given),1.4,0,0.98,2,-11,2,1,-6,-4
O=C(Nc1cccnc1)c1cc(-c2cccnc2)nc2ccc(Br)cc12,-4.2,8,0.91,0,-5,9,0.92,0,4
Cc1c(NC(=O)CSCc2c(F)cccc2Cl)c(=O)n(-c2ccccc2)n1C,nt,-7,1.1,-2,-4,-10,1.1,0,-2
O=C(Cn1cc(S(=O)(=O)Cc2ccccc2)c2ccccc21)Nc1ccccc1,1.0,-6,0.99,-4,-1,1,1.1,-15,-1

# From PubChem
